Screening results as filed in PubChem.
Integrin act MD: activators of alpha7 integrin expression for muscular dystrophy. alpha7betagal myoblasts, beta-gal FDG fluorescence, 48 h. Potency, µM (titrated, usually from 38.3 µM), for inactives: top-dose activation, actives largely listed as activators. actives 0.064% (n = 350,000). AID 624291;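 further: potency means the concentration at half of the fitted maximal effect; 100% = response of the positive control SU9516; nearly all actives have a fitted effect of over 60% in size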
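alpha7betagal+/- myoblasts (passage 13, 250/well) treated 48 h at 37C with compounds at 1:260 dilution of DMSO stock. Lysed, then beta-galactosidase activity read as FDG fluorescence (ex 480/em 540) after 30 min, with pre-read for autofluorescence.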
Menin MLL FP TR: menin-MLL binding inhibition, Texas Red mutant peptide; O00255; Menin + Texas Red MLL mutant peptide, fluorescence polarization; Potency, µM (doses to about 61.6 µM), inactives show at the highest dose FP activity change, negative = inhibition, usual class: inhibitors; actives 0.23% (n = 270,000); active means well fitted inhibition curve with a large enough effect in the polarisation, with a control signal flat, not every such curve was filed as active; inconclusive means small, poorly fitted or top-dose-only effect, or effect the other way, or a change in a side signal; inactive means no such curve, though single readings can be large or run the other way; the % refers to the polarisation; further: potency means the concentration at half of the fitted maximal effect; % of control where 0% means no effect; many of its hits are not listed in these tables
TSHR antagonist: antagonists of human thyroid stimulating hormone receptor; P16473; TSHR-expressing cells, TSH-stimulated cAMP HTRF, 2 h; active compounds read low; activity change, negative = inhibition, % at 11.5 µM; actives 0.2% (n = 330,000); AID 504810;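 active means activity change below a set negative limit, meaning inhibition stronger than a set level, cut at about -70% in these data; inconclusive means activity change between two set negative limits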; further: on the % scale 0 is the no-effect control and ±100 the full control effect
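Antagonism was scored as loss of TSH-driven cAMP in TSHR cells, stimulated with 4nM TSH (EC80) for 2 hours at 37 deg C and detected by homogeneous HTRF competition immunoassay.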
MLL CXXC-DNA inh: blocks binding of human MLL CXXC domain to DNA; Q03164; MLL-CXXC / FITC-HOXA9 DNA fluorescence polarization; Potency, µM (titrated, usually from 115 µM), inactives show top-dose activity change, negative = inhibition, most hits filed as inhibitors; AID 2662; actives 0.037% (n = 290,000); active means well fitted inhibition curve with a large enough effect in the polarisation, with a control signal flat, not every such curve was filed as active; inconclusive means small, poorly fitted or top-dose-only effect, or effect the other way, or a change in a side signal; inactive means no such curve, though single readings can be large or run the other way; the % refers to the polarisation; further: potency means the concentration at half of the fitted maximal effect
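Steps: dispense CXXC domain solution (7 uM) → pin compounds or unlabeled HOX-A9 DNA control → 5 min ambient → add FLSN-HOX-A9 solution (50 nM) → spin → 30 min ambient → fluorescence polarization. Tris pH 7.5/NaCl/DTT/BSA buffer.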
S-ASM inh: blocks human secretory acid sphingomyelinase; AID 504937; Potency, µM (highest dose often 57.5 µM), for the others: top-dose activity change, negative = inhibition, actives largely listed as inhibitors; actives 0.006% (n = 340,000); P17405; placental ASM, HMU-PC fluorogenic substrate, 60 min; further: potency means the concentration at half of the fitted maximal effect
Target sequence (P17405 47-631 limits assumed): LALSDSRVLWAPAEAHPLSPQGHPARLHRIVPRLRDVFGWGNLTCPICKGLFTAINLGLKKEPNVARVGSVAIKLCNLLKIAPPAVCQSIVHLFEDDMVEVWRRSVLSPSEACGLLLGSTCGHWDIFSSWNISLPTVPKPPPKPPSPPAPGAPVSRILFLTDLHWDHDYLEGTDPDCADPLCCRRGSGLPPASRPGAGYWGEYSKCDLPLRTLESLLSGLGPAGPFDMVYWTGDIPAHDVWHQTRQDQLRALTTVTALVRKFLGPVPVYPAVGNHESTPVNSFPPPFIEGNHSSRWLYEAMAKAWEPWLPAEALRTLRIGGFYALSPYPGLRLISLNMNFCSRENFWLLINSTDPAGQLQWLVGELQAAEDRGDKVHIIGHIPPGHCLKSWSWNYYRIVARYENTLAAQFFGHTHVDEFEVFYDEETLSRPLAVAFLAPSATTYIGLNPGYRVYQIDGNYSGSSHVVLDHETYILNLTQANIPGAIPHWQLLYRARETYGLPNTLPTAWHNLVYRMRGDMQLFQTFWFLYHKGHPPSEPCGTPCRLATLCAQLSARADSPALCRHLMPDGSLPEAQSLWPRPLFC
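HMU-PC0 cleavage (9 uM final) by human placental ASM, 60 min at 37 °C following 10 min compound exposure at RT; stopped at pH 10, fluorescence Ex 386/Em 447 nm.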
MBNL1 CUG block: inhibitors of human MBNL1 binding to CUG repeat RNA | actives 0.036% (n = 280,000) | Q9NR56 | AID 2675 | TR-FRET MBNL1-His/biotin-(CUG)12 binding, 665/545 ratio | Potency, µM (highest dose often 57.5 µM), for inactives: at the highest dose activity change, negative = inhibition, usual class: inhibitors; active means well fitted inhibition curve with a large enough effect in the signal ratio, with a control signal flat, not every such curve was filed as active; inconclusive means small, poorly fitted or top-dose-only effect, or effect the other way, or a change in a side signal; inactive means no such curve, though single readings can be large or run the other way; the % refers to the signal ratio; further: potency means the concentration at half of the fitted maximal effect; on the % scale 0 is the no-effect control and ±100 the full control effect
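MBNL1-His + Biotin-(CUG)12, cpd titration 92 nM–58 uM; Tb anti-His Ab 0.055 ng/ul, SA-XL665 5 nM (final); 60 min RT; ratiometric 665/545 nm, Ex 340 nm; normalized to buffer and full-complex controls.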
TCR activator: activates T cell receptor signaling; primary human leukocytes, anti-CD3, IL-2 HTRF, 48 h; Potency, µM (doses to about 9.22 µM), for inactives: top-dose activation of IL-2 secretion, actives largely listed as activators; 330,000 tested, under 10 active; AID 504894; further: % of control where 0% means no effect
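Readout: HTRF IL-2, Eu-cryptate/d2 antibody pair, 320nm excitation, 665nm emission. Stimulus: a-CD3 beads, no co-stimulation. Cells: primary human leukocytes. Exposure: 48 hr with compound.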
TSG101-PTAP inh: blocks PTAP/TSG101 interaction to inhibit HIV-1 budding; Q99816; Fluorescence polarization, FITC-PTAP peptide / Tsg101 binding; Potency, µM (titrated, usually from 115 µM), for the others: at the highest dose activity change, negative = inhibition, actives largely listed as inhibitors; 340,000 tested, under 10 active; active means well fitted inhibition curve with a large enough effect in the main read-out, with a control signal flat, not every such curve was filed as active; inconclusive means small, poorly fitted or top-dose-only effect, or effect the other way, or a change in a side signal; inactive means no such curve, though single readings can be large or run the other way; further: potency means the concentration at half of the fitted maximal effect; % of control where 0% means no effect
Target sequence (Q99816 whole entry, looked up): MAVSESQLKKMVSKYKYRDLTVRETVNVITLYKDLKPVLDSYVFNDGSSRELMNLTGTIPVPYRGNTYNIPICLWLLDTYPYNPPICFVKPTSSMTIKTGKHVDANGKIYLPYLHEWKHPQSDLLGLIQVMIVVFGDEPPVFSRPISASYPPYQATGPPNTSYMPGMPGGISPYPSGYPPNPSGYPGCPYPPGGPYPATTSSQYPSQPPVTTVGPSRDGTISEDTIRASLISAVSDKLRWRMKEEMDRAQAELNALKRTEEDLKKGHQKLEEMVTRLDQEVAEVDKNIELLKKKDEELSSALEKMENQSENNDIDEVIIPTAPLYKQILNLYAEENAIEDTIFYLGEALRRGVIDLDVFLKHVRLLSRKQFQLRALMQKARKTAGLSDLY
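Tsg101 binding domain (10 uM final) was mixed with compound and a FITC-labeled PTAP peptide (50 nM final) in HEPES pH 7.5 buffer with NaCl, Tween 20, EDTA and TCEP; fluorescence polarization was read after 20 min at r.t.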
A-T KAP1 phos: potential ataxia-telangiectasia treatment | […] A-T fibroblasts, KAP-1 phosphorylation AlphaLISA; neocarzinostatin DNA damage 30 min before lysis | Potency, µM (series often up to 57.5 µM), for inactives: at the highest dose activation, most hits filed as activators | actives 0.19% (n = 320,000) | AID 485349; further: potency means the concentration at half of the fitted maximal effect; % of control where 0% means no effect; nearly all actives have a fitted effect of over 45% in size
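hTERT-immortalized A-T patient fibroblasts ([…]), 500 cells/well in OPTI-MEM, 1% FBS, got compounds for 60 min, then NCS for 30 min at 37C. Lysates were then assayed for phospho-KAP-1 by AlphaLISA (anti-pKAP1 donor, anti-KAP1 acceptor beads), 6 hr at 25C.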
Mito fusion act: mitochondrial division inhibition or fusion activation. S. cerevisiae fusion-defective mutant growth rescue, CellTiterGlo 48 h. Potency, µM (doses to about 46.1 µM), for inactives: at the highest dose growth rescue (activation), usual class: activators. actives 0.23% (n = 320,000);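 further: potency means the concentration at half of the fitted maximal effect; % of control where 0% means no effect; nearly all actives have a fitted effect of over 45% in size; temperature-sensitive fusion mutants such as fzo1-1 at 37 °C on non-fermentable ethanol glycerol medium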
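S. cerevisiae fusion-defective temperature-sensitive mutants (e.g. fzo1-1, mgm1-5) grown 48 h at 37C in YPEG (ethanol/glycerol non-fermentable) medium with 23 nl compound per well; growth rescue read as CellTiterGlo luminescence.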
Starred values were filed as active, the others as inactive; ? = inconclusive; . = no result given; [ ] = remark or other dose. Unless noted, the call rests on the fitted dose curve; in most records, active means well fitted curve in the direction sought with a large enough effect; inconclusive means small, poorly fitted or top-dose-only effect, or another doubt; inactive means no such curve, though single readings can be large; an effect the other way counts as inactive or inconclusive. These rows are one share of the data, so the mix of outcomes need not match the whole.

SMILES | Integrin act MD | Menin MLL FP TR | TSHR antagonist | MLL CXXC-DNA inh | S-ASM inh | MBNL1 CUG block | TCR activator | TSG101-PTAP inh | A-T KAP1 phos | Mito fusion act
COc1ccc(C(=O)N(c2ccccc2)C2C=CS(=O)(=O)C2)cc1 (stereo not drawn) | -4% | -19% | 0 | 5% | 1% | 0% | 3% | -11% | -3% | 4%
COCc1cc(C)nc(OCC(=O)N/N=C/c2cccc(OC)c2)c1C#N | -25% | 2% | 5 | -7% | 2% | -6% | -8% | -7% | 2% | -2%
CCCC1(c2ccccc2)NC(=O)N(C/C=C/Cl)C1=O (stereo not drawn) | 15% | -11% | 21 | -1% | 4% | 1% | 10% | 3% | -1% | 6%
Cc1[nH]c2ccccc2c1C(=O)CSc1nncn1C | 11% | 12% | 3 | -9% | -2% | -6% | -6%[46.1 µM] | -3% | 1% | -4%
COc1cc(/C=C/C(=O)OCC(=O)c2c(N)n(C)c(=O)n(C)c2=O)ccc1O | -43% | -3% | 1 | -7% | 19% | ? | -4% | -4% | 2% | -4%
COc1ccc(C(=O)C2CCCN(C(=O)Cn3nc(C)cc3C)C2)cc1F (stereo not drawn) | 10% | . | -5 | -7% | 3% | -5% | 0% | -2% | -2% | 0%
Cc1[nH]n2c(=O)cc(Cc3ccccc3)nc2c1C#N | -14% | 22% | 3 | -5% | 7% | -27% | -2% | -6% | 7% | 0%
COc1cc(OC)c(C2SCCN2S(=O)(=O)c2ccc(F)cc2)cc1OC (stereo not drawn) | 4% | -21% | 10 | -7% | -1% | 3% | 0% | -4% | -7% | 3%
CC1CN(C2CCN(C(=O)c3ccccc3)CC2)CC(C)O1 (stereo not drawn) | 11% | 3% | 6 | 5% | 2% | -5% | -1% | 1% | -4% | -2%
Cc1cc(=O)n2[nH]c(-c3sccc3-n3c(C)ccc3C)cc2n1 | 25% | 3% | 25 | ? | 3% | 15% | -1% | 0% | -3% | .
COC(=O)[C@]1(C)CCC[C@@]2(C)C3CC[C@]4(OC(C)=O)C[C@@]3(CCC21)CC4=NO (stereo partly drawn) | 0% | . | -1 | . | -4% | . | -1% | -7% | -5% | 6%
CC(/C=C/c1ccc(Cl)o1)=C\C(=O)O | -9% | 5% | 1 | 22% | 0% | 9% | 2% | -3% | -4% | 1%
Cc1nn(C)cc1C(C(=O)NC1CCCCC1)N(C(=O)c1cnccn1)c1ccc(Oc2ccccc2)cc1 (stereo not drawn) | 19% | -3% | -3 | 0% | 4% | 3% | -7%[46.1 µM] | -2% | -6% | -1%
COC(=O)C1C(=O)c2c([nH]c(C(=O)OCC3CCCO3)c2C)CC1C (stereo not drawn) | 0% | 5% | 7 | -3% | 5% | 7% | -4% | 2% | -1% | 1%
CC1CCN(C2(O)C(=O)Nc3ccc([N+](=O)[O-])cc32)CC1 (stereo not drawn) | 24% | 4% | -10 | -2% | -1% | ? | 16% | -1% | 0% | 4%
O=C(COC(=O)/C=C/c1ccc([N+](=O)[O-])cc1)NCC1CCCCC1 | 15% | . | 1 | . | 1% | . | 1% | -5% | 4% | .
NS(=O)(=O)c1ccc(CCNC(=O)CSc2ccc(Cl)cc2Cl)cc1 | 32% | . | 21 | 3% | -5% | -5% | -4% | 4% | 7% | -17%
COc1cccc2c1OCC(C(=O)OCc1cccnc1)=C2 | -4% | -1% | 0 | 1% | 0% | ? | 2% | -6% | -2% | 1%
COc1ccc(N(CC(=O)NCc2cccnc2)S(=O)(=O)c2ccccc2)c(OC)c1 | -33% | . | . | . | 2% | . | 3% | 1% | . | .
O=C(COc1ccc(S(=O)(=O)NCc2ccccc2)cc1)NCC1CCCO1 (stereo not drawn) | -21% | -7% | 17 | 0% | 2% | -7% | 3% | -3% | 1% | -8%
Cn1ncc(Cl)c1C(=O)Nc1ccc2c(c1)CCC2 | 10% | 6% | -2 | -3% | -8% | -1% | -8% | -9% | 15% | 1%
CC1CCN(C(=O)CSc2ccc(-c3cccc([N+](=O)[O-])c3)nn2)CC1 | 13% | 1% | -15 | 7% | -6% | ? | 1% | 2% | -2% | 15%
CC(=O)Nc1ccc(NC(=O)N2CCCCC2)cc1 | -14% | -8% | 5 | 1% | 0% | -4% | 2% | -8% | -8% | 2%
O=C(NCc1ccncc1)C(=O)NCc1ccco1 | 0% | 13% | 6 | -3% | 6% | -7% | -5% | -2% | -5% | 27%
Cc1ccc(-c2c[n+](CC(=O)Nc3c(C)cccc3C)c3n2CCC3)cc1 | -44% | . | -4 | -6% | 2% | -8% | -5% | 1% | -1% | -5%
CCC12CN3CC(CC)(CN(C1)C3c1c(O)ccc3ccccc13)C2=O (stereo not drawn) | 7% | -17% | 6 | -7% | -4% | 7% | 11% | -6% | -4% | -2%
COCCOc1cc2ncnc(N3CCC(C(=O)O)CC3)c2cc1OCCOC | 36% | . | 8 | -15% | 2% | -7% | -3% | 0% | -5% | 6%
CC(C)(C)NC(=O)CCSc1nnc(-c2ccco2)o1 | 10% | -4% | 3 | 11% | -3% | -7% | -3% | -2% | 1% | -3%
Cc1ccc(CN(C(=O)c2ccco2)C(C(=O)NC2CCCC2)c2ccc(N3CCOCC3)cc2)cc1 (stereo not drawn) | -7% | ? | -5 | -2% | -1% | 1% | -3%[46.1 µM] | -3% | 3% | 7%
O=S(=O)(/C=C/C=C/S(=O)(=O)c1ccccc1)c1ccccc1 | -53%[inhibitor] | . | . | . | -1% | . | 0% | -2% | . | .
COCCNC(=O)c1cc2c(=O)[nH]c3ccccc3c2s1 | -7% | -27% | 9 | -12% | 6% | -1% | -1% | -2% | 32% | 7%
Cc1cc(OCC(O)CNC(C)c2ccccc2)ccc1C(C)C (stereo not drawn) | -59%[inhibitor] | ? | 14 | 79%[activator] | -2% | -4% | . | 2% | 2% | -27%
COc1ccc(NC(=O)CN2C(=O)CC(C)(C)S(=O)(=O)c3ccccc32)cc1 | -8% | -8%[11.7 µM] | 18 | 2% | 13% | 1% | -2% | -2% | 2% | -2%
O=C(COc1ccccc1)Nc1ccc(S(=O)(=O)NCc2ccco2)cc1 | -13% | 3% | -7 | 7% | -3% | -1% | -1% | -3% | -5% | -11%
Cc1ccc(NC(=O)CN(C)CC(=O)Nc2sc3c(c2C(N)=O)CCC3)cc1 | -20% | . | 0 | 0% | -14% | -8% | -7% | 0% | 4% | 5%
Cc1c(C(=O)N2CCOCC2)oc2ccc(S(=O)(=O)N3CCCC3)cc12 | -7% | -2% | 12 | -13% | -2% | 0% | -2%[46.1 µM] | -1% | -1% | 8%
CC(=O)O[C@H](CC(=O)O)C[N+](C)(C)C | . | 13%[24.8 µM] | 1 | . | 2% | . | 2% | -2% | 7% | -7%
Cc1ccc(C(=O)Nc2c(-c3cccs3)c(=O)c3ccccc3n2C)cc1 | -18% | 7% | 7 | 10% | 2% | 9% | -9% | -4% | 4% | -1%
CCOC(=O)N1CCN(C(=O)CSCc2ccc(Cl)cc2)CC1 | -1% | -9% | 19 | 2% | 0% | -5% | -8% | -3% | -8% | 4%
O=C(NC1CCCCCCC1)c1ccc(S(=O)(=O)N2CCCC2)cc1 | -5% | 3% | -5 | 15% | 0% | -5% | 0% | -1% | 6% | -5%
CN(C)[C@@H](CO)c1nnc([C@H](Cc2ccc(O)cc2)NC(=O)C2CCNCC2)o1 | -19% | 10% | 2 | 0% | 1% | 7% | -10% | -1% | -9% | -1%
Cc1ccc(C(=O)COC(=O)c2cccc([N+](=O)[O-])c2)s1 | 0% | . | 6 | . | -5% | . | -5% | -8% | 7% | 3%

Arranged by molecular weight (high to low): some entries from above
SMILES | Integrin act MD | Menin MLL FP TR | TSHR antagonist | MLL CXXC-DNA inh | S-ASM inh | MBNL1 CUG block | TCR activator | TSG101-PTAP inh | A-T KAP1 phos | Mito fusion act
COc1ccc(NC(=O)CN2C(=O)CC(C)(C)S(=O)(=O)c3ccccc32)cc1 | -8% | -8%[11.7 µM] | 18 | 2% | 13% | 1% | -2% | -2% | 2% | -2%
Cc1ccc(NC(=O)CN(C)CC(=O)Nc2sc3c(c2C(N)=O)CCC3)cc1 | -20% | . | 0 | 0% | -14% | -8% | -7% | 0% | 4% | 5%
Cc1c(C(=O)N2CCOCC2)oc2ccc(S(=O)(=O)N3CCCC3)cc12 | -7% | -2% | 12 | -13% | -2% | 0% | -2%[46.1 µM] | -1% | -1% | 8%
